Assay outcomes: PubChem, National Center for Advancing Translational Sciences (NCATS)
BRCA1 expr up – qHTS Assay to Identify Small Molecule Activators of BRCA1 Expression | MCF7-BRCA1-FFLuc reporter, luminescence, 48 h; response scale: scaled: vehicle 0%, 10 µM genistein 100% | Potency, µM (top dose mostly 46.1 µM), for inactives: at the top dose activation, actives largely listed as activators | 1.1% of 380,000 active; note: potency is the fitted concentration of half-maximal effect; nearly all actives have a fitted effect of over 80% in size; some results filed as inactive show a strong effect at the top dose
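Reporter cells (MCF7, BRCA1 promoter-firefly luciferase) received library compounds across a concentration series for 48 h. End-point luminescence was measured and concentration-effect curves derived after normalization.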
NPC1 prom act – qHTS Assay for NPC1 Promoter Activators | Huh7 NPC1 promoter luciferase reporter, 24 h | Potency, µM (highest dose often 9.22 µM), without a hit: top-dose activation, usual class: activators | 2.4% of 320,000 active;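 note: potency is the fitted concentration of half-maximal effect; % of control where 0% means no effect; nearly all actives have a fitted effect of over 60% in size; reporter is driven by a mutant NPC1 promoter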
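Cells: Huh7 expressing luciferase under the NPC1 promoter, 1500/well. Seeded 2 h, compound added, incubated 24 h at 37 °C. Luciferase reagent, 10 min ambient, then luminescence.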
RORg inh – qHTS for inhibitors of ROR gamma transcriptional activity | 5.4% of 310,000 active | Nuclear receptor ROR-gamma (Mus musculus), P51450 | Drosophila S2 Gal4-RORgamma UAS-luciferase reporter, 20 h | Potency, µM (top dose mostly 53.6 µM), inactives show at the top dose activity change, negative = inhibition, usual class: inhibitors | AID 2551, 2010; note: potency is the fitted concentration of half-maximal effect; % is set by controls: 0 for no effect and ±100 for the full control effect; nearly all actives have a fitted effect of over 60% in size
Target sequence (P51450 whole entry, looked up, the tested form may be a part): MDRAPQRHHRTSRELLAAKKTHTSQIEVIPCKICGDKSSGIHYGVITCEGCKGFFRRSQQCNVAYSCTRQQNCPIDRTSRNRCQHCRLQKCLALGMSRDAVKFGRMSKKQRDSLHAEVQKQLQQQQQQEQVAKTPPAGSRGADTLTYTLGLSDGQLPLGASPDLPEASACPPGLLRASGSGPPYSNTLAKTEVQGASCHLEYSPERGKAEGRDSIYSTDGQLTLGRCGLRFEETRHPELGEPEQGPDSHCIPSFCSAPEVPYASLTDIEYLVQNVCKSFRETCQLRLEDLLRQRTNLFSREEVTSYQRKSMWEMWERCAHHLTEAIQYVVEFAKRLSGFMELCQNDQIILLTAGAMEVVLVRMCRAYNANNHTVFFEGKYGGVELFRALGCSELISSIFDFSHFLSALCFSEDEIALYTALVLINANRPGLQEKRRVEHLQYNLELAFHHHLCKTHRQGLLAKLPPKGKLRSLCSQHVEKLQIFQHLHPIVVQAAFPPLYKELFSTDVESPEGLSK
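Drosophila Schneider cells stably carrying a metallothionein-driven Gal4 DBD–ROR gamma fusion and a UAS-Photinus luciferase reporter were exposed to compound for 1 hr, then induced with copper sulfate (700 uM final) for 20 hr at ambient temperature before luminescence reading.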
p53 reactivation – qHTS assay for re-activators of p53 using a Luc reporter. Potency, µM (series often up to 92.2 µM), for inactives: at the top dose activity change, positive = activation, hits mostly activators. H1299 p53-A138V BP100-luciferase reporter, luminescence, 24 h. 0.063% of 320,000 active; note: potency is the fitted concentration of half-maximal effect; % of control where 0% means no effect; nearly all actives have a fitted effect of over 45% in size
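p53-null H1299 cells stably carrying temperature-sensitive p53-A138V and a BP100-luciferase reporter were pinned with compounds (4-point, 1:5 series) and held 24 hrs at 37 deg C. Luminescence was read 10 min after detection reagent.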
Gal4-VP16 FLuc – VP16 counterscreen qHTS for inhibitors of ROR gamma transcriptional activity; 3.5% of 310,000 active; Drosophila S2 Gal4-VP16 UAS-luciferase, luminescence, 20 h; Potency, µM (titrated, usually from 53.6 µM), inactives show at the highest dose activity, negative = inhibition, actives largely listed as inhibitors;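 note: Gal4-VP16 expression switched on by copper sulfate through the metallothionein promoter; potency is the fitted concentration of half-maximal effect; % is set by controls: 0 for no effect and ±100 for the full control effect; nearly all actives have a fitted effect of over 50% in size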
TRPV1 agonist – HTS Assay for Compounds that Act as Agonists of the Vanilloid Receptor 1 | activation, % at 8.33 µM | 0.19% of 320,000 active | TRPV1-expressing cells, Fluo-8 calcium influx, agonist mode | Transient receptor potential cation channel subfamily V member 1 (Homo sapiens), Q8NER1; in the data active = activation above about 80%; inconclusive = between about 30% and that limit; note: 0% is about no effect
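Fluo-8 calcium influx in TRPV1-expressing cells, kinetic read (ex 480/em 520 nm). Compound added and read 3 min for agonist activity, followed by capsaicin at EC20 final and 2 min further read for enhancement.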
ELG1 genotoxic – qHTS screen for small molecules that induce genotoxicity in human embryonic kidney (HEK293T) cells expressing luciferase-tagged ELG1. HEK293T ELG1-luciferase reporter, luminescence, 16 h. Potency, µM (doses to about 46 µM), inactives show at the top dose activity change, positive = activation, hits mostly activators. 1.3% of 330,000 active. AID 504466, 2011; note: potency is the fitted concentration of half-maximal effect; % of control where 0% means no effect; nearly all actives have a fitted effect of over 60% in size
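DMSO vehicle served as control against compound-treated ELG1-luciferase HEK293T cells; exposure lasted 16 hr at 37 °C and 5% CO2, followed by ONE-Glo luminescence detection after 30 min.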
Tb PFK inh – qHTS Assay to Find Inhibitors of T. brucei phosphofructokinase. 0.17% of 330,000 active. T. brucei PFK, ADP-Glo luminescence. ATP-dependent 6-phosphofructokinase (Trypanosoma brucei brucei), O15648. Potency, µM (titrated, usually from 57.5 µM), for inactives: at the highest dose activity, negative = inhibition, most hits filed as inhibitors. AID 485367, 2010;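 note: potency is the fitted concentration of half-maximal effect; 0% = uninhibited 1x PFK enzyme wells and -100% = no-enzyme wells; nearly all actives have a fitted effect of over 60% in size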
Target sequence (O15648 whole entry, looked up): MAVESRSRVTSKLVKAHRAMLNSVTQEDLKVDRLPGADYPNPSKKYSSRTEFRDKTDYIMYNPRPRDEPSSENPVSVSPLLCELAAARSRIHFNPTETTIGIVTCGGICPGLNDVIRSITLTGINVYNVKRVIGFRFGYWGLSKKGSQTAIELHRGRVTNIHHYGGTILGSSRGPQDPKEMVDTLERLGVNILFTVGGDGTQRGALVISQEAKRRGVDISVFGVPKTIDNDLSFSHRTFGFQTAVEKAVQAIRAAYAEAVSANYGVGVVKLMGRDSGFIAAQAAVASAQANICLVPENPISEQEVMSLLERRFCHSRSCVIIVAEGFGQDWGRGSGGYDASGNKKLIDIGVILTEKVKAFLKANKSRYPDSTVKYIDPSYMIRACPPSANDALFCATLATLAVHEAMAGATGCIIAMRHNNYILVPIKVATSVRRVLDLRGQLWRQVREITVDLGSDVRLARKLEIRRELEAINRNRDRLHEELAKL
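Luminescent ADP detection (ADP-Glo, two-step: ATP depletion then ADP-to-ATP conversion for luciferase) reported PFK activity after 45 min room-temperature reaction of 1.25 nM enzyme with 0.5 mM F6P and 0.1 mM ATP at pH 8.0.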
FLuc modulator – qHTS profiling assay for firefly luciferase inhibitor/activator using purifed enzyme and Km concentrations of substrates (counterscreen for miR-21 project); Luciferin 4-monooxygenase (Photinus pyralis), P08659; purified FLuc, Km substrates, luminescence inhibition; Potency, µM (series often up to 57.5 µM), for the others: at the top dose activity change, negative = inhibition, usual class: inhibitors; 6.9% of 360,000 active; AID 588342, 2011;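 note: potency is the fitted concentration of half-maximal effect; plate controls were vehicle for no effect and reference inhibitor for full effect; nearly all actives have a fitted effect of over 55% in size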
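Purified P. pyralis luciferase, 10 nM final, with Km-level 10 uM D-luciferin and 10 uM ATP in 50 mM Tris acetate pH 7.5, 10 mM Mg acetate, 0.01% Tween-20, 0.05% BSA; 6-point qHTS titration about 60 µM downward; luminescence read.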
Rab9 promoter act – qHTS Assay for Rab9 Promoter Activators; Potency, µM (series often up to 9.22 µM), without a hit: at the top dose activation, negative = inhibition, actives largely listed as activators; Huh7 Rab9 promoter-luciferase reporter, luminescence, 24 h; 2.8% of 320,000 active; note: potency is the fitted concentration of half-maximal effect; % of control where 0% means no effect; nearly all actives have a fitted effect of over 60% in size
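Promoter activation is measured as luciferase luminescence in Huh7 cells stably transfected with a Rab9 promoter–luciferase construct, following 24 h compound exposure at 37 °C and 10 min reagent incubation at ambient temperature.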
ELG1 repair inh – qHTS screen for small molecules that inhibit ELG1-dependent DNA repair in human embryonic kidney (HEK293T) cells expressing luciferase-tagged ELG1 | HEK293T ELG1-luciferase reporter, luminescence, 16 h; DNA damage induced by 5-fluorouridine | Potency, µM (top dose mostly 46.1 µM), inactives show top-dose activity change, negative = inhibition, hits mostly inhibitors | 2.3% of 330,000 active; note: potency is the fitted concentration of half-maximal effect; % is set by controls: 0 for no effect and ±100 for the full control effect; nearly all actives have a fitted effect of over 55% in size
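5-Fluorouridine DNA damage + compound/DMSO, 2,000 cells/well, 16 h, 37 °C/5% CO2. ONE-Glo, 30 min RT, luminescence. Readout = decrease in reporter signal.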
* = called active by the depositor; ? = inconclusive; nt = not tested or not shown; [ ] = another dose, or the depositor's remark. Unless noted, calls come from the whole dose curve; as a rule, active = well fitted curve in the direction sought with a large enough effect; inconclusive = small, poorly fitted or top-dose-only effect, or another doubt; inactive = no such curve, though single readings can be large; an effect the other way counts as inactive or inconclusive.

compound,TRPV1 agonist,NPC1 prom act,Tb PFK inh,BRCA1 expr up,p53 reactivation,Rab9 promoter act,ELG1 genotoxic,FLuc modulator,Gal4-VP16 FLuc,ELG1 repair inh,RORg inh
CC1(C)CC(=O)C2=C(C1)Nc1ccccc1N(C(=O)C1CC1)C2c1ccco1 (centres undefined),0,0%,-20%,5%,0%,-5%,-3%,0%,4%,7%,20%
CCOc1ccccc1NC(=O)c1ccc2nccnc2c1,-1,-2%,-4%,-40%,-12%,0%,-1%,-2%,2%,-17%,-3%
c1ccc(-c2nc(-c3ccncc3)n[nH]2)nc1,-3,12%,-6%,36%,10%,-1%,5%,?,13µM*,21%,5µM*
COc1ccc(C(NC(=O)/C=C\c2ccco2)c2ccc(OC)c(OC)c2)cc1 (centres undefined),6,-4%,0%,-10%,?,0%,3%,-1%,-3%,-2%,2%
COc1cc(/C=C/C(=O)O)cc(Br)c1O,1,1%,6%,-2%,-3%,-2%,1%,4%,-8%,-3%,0%
O=C(OCC(=O)N1CCc2ccccc21)c1ccc([N+](=O)[O-])cc1,4,0%,18%,-1%,6%,-12%,1%,nt,nt,?,nt
O=C1CC(N2CCN(c3ccc(S(=O)(=O)N4CCCC4)cc3)CC2)C(=O)N1c1ccc(F)cc1 (centres undefined),-3,1%,-4%,7%,0%,0%,-4%,-1%,-9%,-10%,8%
CCN(CC(=O)Nc1c(F)cccc1F)C(=O)c1cccc(S(=O)(=O)N2CCc3ccccc3C2)c1,1,0%,-4%,-22%,-5%,9%,-19%,-1%,nt,-11%,nt
CC(OC(=O)CNC(=O)C12CC3CC(CC(C3)C1)C2)C(=O)Nc1ccc(N2CCOCC2)cc1 (centres undefined),16,3%,-2%,89%,2%,18%,?,-14%,4%,26%,15%
COC(=O)c1ccccc1NC(=O)c1cnn2cccnc12,0,-1%,3%,-1%,10%,-8%,4%,-6%,5%,2%,-8%
CCN1C(=O)[C@H]2[C@@H](c3ccc(SC4CCCCC4)c(OC)c3)N3CCCC[C@@]3(C(=O)OC)[C@H]2C1=O,-6,-9%,-3%,-33%,6%,1%,-3%,-1%,nt,7%,nt
Cc1ccc(NC(=O)CSc2nnc(-c3cccs3)o2)cc1S(=O)(=O)N(C)C,-2,?,7%,nt,2%,3.5µM*,?,4%,?,?,-31%
CCSCC1COC(c2cccn2Cc2ccc(C)cc2)=N1 (centres undefined),23,5%,-1%,-2%,8%,8%,-2%,-17%,0%,12%,?
Cc1cccc(C(=O)NCC(=O)N2CCN(S(=O)(=O)c3ccccc3)CC2)c1,-2,-1%,-1%,-13%,-3%,10%,0%,1%,nt,-2%,nt
COc1cc(NC(=O)CSCc2cnn(-c3ccccc3)c2-n2cccc2)cc(OC)c1,1,-5%,-4%,-49%,-13%,-3%,-4%,3%,-3%,?,?
O=C(O)c1nnn(-c2cc(C(F)(F)F)cc(C(F)(F)F)c2)c1-c1ccccc1,4,0%,-2%,-3%,-2%,-5%,0%,6%,17%,10%,-14%
O=C(CSCc1c(Cl)cccc1Cl)NN1C(=O)c2ccccc2C1=O,19,2%,0%,0%,5%,-7%,-2%,-6%,-2%,-1%,-2%
CC(C)C(NC(=O)c1ccccc1)C(=O)NCCc1ccccc1 (centres undefined),1,-2%,-1%,-13%,1%,-1%,3%,-3%,-1%,-5%,-25%
NC(=O)c1ccc(-n2nnnc2SCc2ccccc2)cc1,19,-2%,7%,3%,2%,-1%,19%,-2%,-6%,0%,-9%
CC(OC(=O)C1=COCCO1)C(=O)NC(C)c1ccc(Cl)cc1Cl (centres undefined),-5,4%,0%,11%,-6%,11%,-9%,2%,nt,5%,nt
COc1ccc(CNC(=O)C2CCN(c3cc(C(=O)Nc4cccc(OC)c4)ccn3)CC2)cc1,4,0%,-1%,-13%,-7%,0%,-8%,-19%,-9%,?,8%
CCOC(=O)Cc1c(C)nc2c(-c3ccccc3)c(C)[nH]n2c1=O,2,2%,2%,7%,-5%,2%,-3%,-12%,2%,6%,34%
O=c1[nH]cc(NCCc2ccccc2)c(=O)[nH]1,3,0%,-6%,3%,12%,1%,5%,-7%,4%,?,44%
Cc1cccc(N(CC(O)CN2CCOCC2)S(=O)(=O)c2ccccc2)c1 (centres undefined),4,0%,1%,2%,?,0%,0%,4%,7%,-1%,-3%
O=C(CSc1cc(Cl)ccc1Cl)Nc1ccc(N2CCOCC2)cc1,-4,-1%,-5%,4%,4%,-3%,2%,-3%,nt,-8%,nt

Compound profiles, from the list above. Order of values: TRPV1 agonist	NPC1 prom act	Tb PFK inh	BRCA1 expr up	p53 reactivation	Rab9 promoter act	ELG1 genotoxic	FLuc modulator	Gal4-VP16 FLuc	ELG1 repair inh	RORg inh
Record of COC(=O)c1ccccc1NC(=O)c1cnn2cccnc12 = 0	-1%	3%	-1%	10%	-8%	4%	-6%	5%	2%	-8%
Record of Cc1ccc(NC(=O)CSc2nnc(-c3cccs3)o2)cc1S(=O)(=O)N(C)C = -2	?	7%	nt	2%	3.5µM*	?	4%	?	?	-31%

Next part.
compound,TRPV1 agonist,NPC1 prom act,Tb PFK inh,BRCA1 expr up,p53 reactivation,Rab9 promoter act,ELG1 genotoxic,FLuc modulator,Gal4-VP16 FLuc,ELG1 repair inh,RORg inh
OC(CCN1CCOCC1)c1ccccc1 (centres undefined),0,-1%,2%,-14%,nt,-3%,0%,0%,0%,8%,?
O=C(Cc1ccc(Cl)cc1)NCC(=O)N1CCCC1,-2,1%,-5%,-8%,?,-2%,-2%,-2%,-3%,11%,-1%
CCCn1c(N)c(C(=S)NC(=O)C2CC2)c(=O)n(C)c1=O,0,-1%,15%,-10%,-1%,0%,0%,1%,4µM*,10%,3.5µM*
O=[N+]([O-])c1cccc(S(=O)(=O)Nc2cccc(-c3ccc(N4CCOCC4)nn3)c2)c1,1,25%,?,63%,26%,?,?,2.1µM*,nt,?,nt
COc1ccc(OCCSc2nnc(CCNC(=O)c3ccc(OC)cc3)n2C)cc1,-4,-2%,-3%,7%,-1%,-1%,0%,-1%,0%,20%,0%
CNC(=O)c1ccc(NC(=O)c2ccc3c(=O)n4c(nc3c2)CCC4)cc1,-1,-2%,?,-20%,-4%,1%,0%,-10%,nt,23%,nt
CCC(Cc1ccccc1)NS(=O)(=O)c1c(C)nc2scc(C)n2c1=O (centres undefined),-12,0%,-1%,30%,-3%,-10%,0%,4%,-6%,3%,-1%
Cc1ccc(S(=O)(=O)N2CCN(CC(=O)Nc3ccc([N+](=O)[O-])cc3)CC2)cc1C,4,-4%,-6%,-69%[inhibitor],-7%,-12%,-7%,-1%,-5%,?,?
COc1cc(/C=N/NC(=O)c2ccc(CN(C)S(=O)(=O)c3ccc(C)cc3)cc2)ccc1O,26,11%,1%,-32%,1%,-2%,-4%,4%,?,?,?
CCOCc1nnc(NC(=O)CCc2ccccc2)s1,-1,-2%,1%,2%,-5%,-3%,-7%,-1%,11%,11%,?
Cc1ccc2c(c1)C(c1ccccc1)N(C(=O)c1ccc(Br)o1)CC(=O)N2 (centres undefined),-2,2%,1%,-39%,-10%,-1%,-6%,0%,6%,?,-10%
CCOC(=O)Cn1c(=O)c2c(nc3n2CCN3Cc2ccccc2)n(C)c1=O,2,3%,-3%,2%,0%,1%,-8%,10%,-14%,1%,-4%
CC1=CCC(C(=O)O)(C(=O)N/N=C/c2cccnc2)C(c2ccccc2)C1 (centres undefined),14,-2%,-2%,2%,1%,-3%,0%,-2%,-1%,2%,13%
